Screens (PubChem)
Pol eta inh: inhibitors of human DNA polymerase eta | 390,000 tested, 1.2% active | recombinant Pol eta, fluorescent DNA replication assay | Potency, µM (highest dose often 114 µM), inactives show at the top dose activity change, negative = inhibition, usual class: inhibitors; active = well fitted inhibition curve with a large enough effect; inconclusive = small, poorly fitted or top-dose-only effect, or another doubt; inactive = no such curve, though single readings can be large or run the other way
Target sequence (Q9Y253 whole entry, looked up): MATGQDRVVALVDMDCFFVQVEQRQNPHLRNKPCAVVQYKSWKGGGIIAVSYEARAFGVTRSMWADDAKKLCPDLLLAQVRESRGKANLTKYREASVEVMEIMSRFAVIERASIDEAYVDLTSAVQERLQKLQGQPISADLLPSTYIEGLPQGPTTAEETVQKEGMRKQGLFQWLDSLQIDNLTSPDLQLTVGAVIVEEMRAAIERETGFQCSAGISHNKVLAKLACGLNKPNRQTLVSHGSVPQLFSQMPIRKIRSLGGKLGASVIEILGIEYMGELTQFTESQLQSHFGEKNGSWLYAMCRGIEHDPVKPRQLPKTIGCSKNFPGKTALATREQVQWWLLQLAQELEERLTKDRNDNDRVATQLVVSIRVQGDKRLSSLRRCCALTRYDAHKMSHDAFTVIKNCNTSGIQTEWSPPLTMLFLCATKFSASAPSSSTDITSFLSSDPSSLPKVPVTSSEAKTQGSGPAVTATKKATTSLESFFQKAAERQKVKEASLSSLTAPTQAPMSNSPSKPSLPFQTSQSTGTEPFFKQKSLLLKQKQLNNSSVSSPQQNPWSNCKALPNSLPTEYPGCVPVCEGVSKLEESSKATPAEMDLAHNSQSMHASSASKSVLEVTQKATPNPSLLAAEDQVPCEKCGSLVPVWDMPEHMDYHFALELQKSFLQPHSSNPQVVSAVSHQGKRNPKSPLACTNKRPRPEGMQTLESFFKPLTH
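Pol eta (10 nM) was preincubated with compounds for 15 min at room temperature, after which fluorescent replication substrate (50 nM final) was added to start the reaction. Fluorescence was read kinetically at 0 and 10 min.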
Starred values were filed as active, the others as inactive; ? = inconclusive. % is set by controls: 0 for no effect and ±100 for the full control effect; potency is the fitted concentration of half-maximal effect. This is a subset, so the mix of outcomes need not match the whole.

nr | Pol eta inh | Compound
1 | 2% | COc1ccc(CN2C(=O)C(CC(=O)NCCN3CCOCC3)CC(C(=O)N(C)C)=C2C)cc1 (stereo unspecified)
2 | -15% | CC(C)CC(=O)Nc1nnc(SCC(=O)NC2CCCC2)s1
3 | -13% | Cc1ccc([C@H]2C[C@H](n3cc(C4CC4)nn3)[C@@H](O)CN2C(=O)C2CCCCC2)cc1
4 | -16% | O=C(Nc1ccc2ccccc2c1)c1ccccc1Cl
5 | -1% | CCn1c(C)cc(C(=O)COC(=O)CNC(=O)c2ccco2)c1C
6 | -22% | O=C(NCCOc1ccc(F)cc1)C1CCC(=O)N(Cc2ccc(Cl)cc2)C1 (stereo unspecified)
7 | -13% | CCOc1ccccc1NC(=O)CCNC(=O)N1CC(=O)Nc2ccccc21
8 | -15% | CC(C)C1C(=O)N(Cc2cn(Cc3ccco3)nn2)CCS(=O)(=O)N1Cc1ccc(-c2ccccc2)cc1 (stereo unspecified)
9 | -15% | CCCCCC(=O)N1C[C@@H](O)[C@H](n2cc(COC(=O)c3ccccc3)nn2)C[C@@H]1c1ccc(Cl)cc1
10 | -3% | C[C@@H]1CN([C@@H](C)CO)C(=O)c2cc(Br)cnc2O[C@H]1CN(C)C(=O)c1ccncc1
11 | -14% | Cc1ccc(-c2ccc(CN3C(C)C(=O)N(Cc4cn(Cc5ccco5)nn4)CCS3(=O)=O)cc2)cc1 (stereo unspecified)
12 | -5% | COCC(=O)Nc1ccc2c(c1)[C@@H]1C[C@H](CC(=O)OC)O[C@H](CO)[C@@H]1O2
13 | -24% | C[C@@H]1CCCCO[C@H](CN(C)C(=O)Nc2ccc3c(c2)OCO3)[C@@H](C)CN([C@H](C)CO)C(=O)c2cc(NS(=O)(=O)c3ccc(F)cc3)ccc2O1
14 | 0% | O=C(O)C(=Cc1ccncc1)c1cccc2ccccc12
15 | -4% | CCN(CC)C(=O)C1=C(C)N(CCCOC)C(=O)C(CC(=O)NCc2cccs2)C1 (stereo unspecified)
16 | -8% | COc1ccc(NC(=O)N(C)C[C@H]2OCCCC[C@H](C)Oc3ccc(NS(=O)(=O)c4cn(C)cn4)cc3C(=O)N([C@H](C)CO)C[C@@H]2C)cc1
17 | -11% | COCC(=O)N(C)C[C@@H]1Oc2ncc(Br)cc2C(=O)N([C@@H](C)CO)C[C@H]1C
18 | -4% | C[C@@H]1CN([C@@H](C)CO)C(=O)CCCn2nncc2CO[C@@H]1CN(C)C(=O)CCC(F)(F)F
19 | -2% | C[C@H]1CN([C@@H](C)CO)C(=O)CCCn2cc(nn2)CO[C@@H]1CN(C)S(=O)(=O)c1ccccc1C#N
20 | 0% | CSc1nc(S(=O)(=O)c2ccc(C)cc2)c(N2CCOCC2)s1
21 | -3% | CC(=O)c1ccc(S(=O)(=O)N2CCN(c3ccnc4cc(Cl)ccc34)CC2)cc1
22 | -18% | CC(Nc1nc(-c2cccnc2)nc2ccccc12)c1ccccc1 (stereo unspecified)
23 | -6% | Cn1c(=O)[nH]c(=O)c2c1nc(Br)n2Cc1ccc(Cl)cc1
24 | -8% | O=C(NCc1ccc(Cl)cc1)N1CCN(C(=O)c2ccccc2)CC1
25 | -6% | CC(C)(C)NC(=O)CN(C(=O)CCC(=O)Nc1nccs1)c1ccccc1F

Rewritten with tabs: 4 of the compounds above.
#	SMILES	Pol eta inh
14	O=C(O)C(=Cc1ccncc1)c1cccc2ccccc12	0%
15	CCN(CC)C(=O)C1=C(C)N(CCCOC)C(=O)C(CC(=O)NCc2cccs2)C1 (stereo unspecified)	-4%
16	COc1ccc(NC(=O)N(C)C[C@H]2OCCCC[C@H](C)Oc3ccc(NS(=O)(=O)c4cn(C)cn4)cc3C(=O)N([C@H](C)CO)C[C@@H]2C)cc1	-8%
17	COCC(=O)N(C)C[C@@H]1Oc2ncc(Br)cc2C(=O)N([C@@H](C)CO)C[C@H]1C	-11%

More entries:
nr | Pol eta inh | Compound
26 | ? | CCCCCCN1C[C@H](n2cc(C3CC3)nn2)[C@@H](O)C[C@@H]1c1ccc(Cl)cc1
27 | -2% | COc1ccc(OC(=O)N(C)C[C@H]2OCc3cn(nn3)CCCC(=O)N([C@H](C)CO)C[C@@H]2C)cc1
28 | 1% | CC(=O)OCCn1c([N+](=O)[O-])cnc1C=[N+]([O-])C1CCCCC1
29 | 0% | Nc1ccn([C@@H]2O[C@H](CNC(=O)[C@H]3CCC(=O)N3)[C@@H](O)[C@H]2O)c(=O)n1
30 | -11% | Nc1ccc(S(=O)(=O)Nc2nc(-c3ccccc3)cc(-c3ccccc3O)n2)cc1
31 | ? | O[C@@H]1CN(CC2CCCCC2)[C@@H](c2ccc(Cl)cc2)C[C@H]1n1cc(C2CC2)nn1
32 | -17% | O=C(C[C@@H]1C[C@H]2c3cc(NC(=O)Nc4ccccc4F)ccc3O[C@H]2[C@H](CO)O1)NCC(F)(F)F
33 | 6% | O=C(Cc1cccc([N+](=O)[O-])c1)Nc1ccccc1
34 | -12% | O=c1[nH]c2cc([N+](=O)[O-])cc(Cl)c2c2ccccc12
35 | -17% | Cc1[nH]c2ccccc2c1C(=O)C(=O)NCc1nnnn1-c1ccc(F)c(F)c1
36 | -5% | C[C@@H]1CN([C@H](C)CO)C(=O)CCCn2nncc2CO[C@@H]1CN(C)C(=O)c1cc(-c2ccccc2)on1
37 | -25% | CCCCCCN1C[C@H](n2cc(C3CC3)nn2)[C@@H](O)C[C@@H]1c1ccccc1
38 | 9% | CC(=O)c1ccc2c3c(ccc([N+](=O)[O-])c13)CC2
39 | -21% | C[C@@H]1CN([C@@H](C)CO)S(=O)(=O)c2ccc(Br)cc2O[C@@H]1CN(C)S(=O)(=O)c1cn(C)cn1
40 | -20% | COc1ccc(C#Cc2ccc(C3=CC(=O)CC(C)(C)C3=O)cc2)cc1
41 | -19% | O[C@@H]1CN(Cc2cccs2)[C@@H](c2ccc(Cl)cc2)C[C@H]1n1cc(-c2ccc(F)cc2)nn1
42 | -19% | COc1ccccc1NC(=O)CCNC(=O)C1CCN(S(=O)(=O)c2ccccc2)CC1
43 | 2% | O=c1cc(-c2ccccc2)oc2ccc3ccccc3c12
44 | -16% | O=S(=O)(NC1CCN(Cc2ccccc2)CC1)c1ccc(F)c(F)c1
45 | -16% | CN[C@H]1C[C@H]2c3cc(-c4ccccc4)ccc3CCN2C(=O)[C@H]1[C@H](C)O
46 | -8% | O=C(O)Cc1ccc(NS(=O)(=O)c2ccc3c(c2)OCCO3)cc1
47 | -20% | Cc1cccc(N(CC(=O)NCc2ccco2)S(=O)(=O)c2ccccc2)c1
48 | -17% | Cc1ccc([C@@H]2CC(=O)[C@@H]3CN(S(=O)(=O)c4ccc(C)cc4)[C@H](c4cccc5ccccc45)C[C@@H]3N2S(=O)(=O)c2ccc(Cl)cc2)cc1
49 | -24% | CCCCCCn1c(=O)n2n(c1=O)C[C@]1(OC(=O)NCC3CCCCC3)CN(S(=O)(=O)c3ccc(C)cc3)C[C@]1(O)C2
50 | -14% | Cc1cccc(NNC(=S)Nc2ccccc2)c1

Quoted at random: three records from the list
nr | Pol eta inh | Compound
20 | 0% | CSc1nc(S(=O)(=O)c2ccc(C)cc2)c(N2CCOCC2)s1
3 | -13% | Cc1ccc([C@H]2C[C@H](n3cc(C4CC4)nn3)[C@@H](O)CN2C(=O)C2CCCCC2)cc1
25 | -6% | CC(C)(C)NC(=O)CN(C(=O)CCC(=O)Nc1nccs1)c1ccccc1F

3 structures already listed, arranged by molar mass, low to high.
nr | Pol eta inh | Compound
50 | -14% | Cc1cccc(NNC(=S)Nc2ccccc2)c1
30 | -11% | Nc1ccc(S(=O)(=O)Nc2nc(-c3ccccc3)cc(-c3ccccc3O)n2)cc1
32 | -17% | O=C(C[C@@H]1C[C@H]2c3cc(NC(=O)Nc4ccccc4F)ccc3O[C@H]2[C@H](CO)O1)NCC(F)(F)F

More results
nr | Pol eta inh | Compound
51 | 6% | O=c1[nH]c(C(F)(F)F)nc2c1nc1n2CCC1
52 | -8% | CCCCN1C(=O)C(CC(=O)NCCCN(C)C)CC(C(=O)N2CCOCC2)=C1C (stereo unspecified)
53 | 1% | Cc1nc(Br)c(Br)n1Cc1ccccc1
54 | -11% | Cc1cc(NC(=O)CSc2nnc3ccc(-c4ccccc4)nn23)no1
55 | -5% | C[C@@H]1CN([C@H](C)CO)C(=O)CCCn2nncc2CO[C@H]1CN(C)C(=O)Nc1ccc(N2CCCCC2)cc1
56 | -10% | Cc1ccc(-c2ccc3c(c2)O[C@H](CN(C)C(=O)CC2CC2)[C@H](C)CN([C@@H](C)CO)S3(=O)=O)cc1
57 | -18% | COc1ccc(C(C#N)=C2C=C(Cl)C(=NO)C=C2Cl)cc1
58 | -2% | C[C@@H]1CN([C@H](C)CO)C(=O)c2cc(Br)cnc2O[C@H]1CN(C)C(=O)c1ccccc1
59 | 1% | C[C@H](CO)N1C[C@H](C)[C@@H](CN(C)S(=O)(=O)c2ccc(-n3cccn3)cc2)OCc2cn(nn2)CCCC1=O
60 | -9% | CCN1C(=O)c2cccc3c(S(=O)(=O)N(C)C)ccc1c23
61 | -10% | C[C@@H]1CN([C@@H](C)CO)C(=O)CCCn2cc(nn2)CO[C@H]1CN(C)C(=O)CCCN(C)C
62 | -13% | CSc1ncnc2c1ncn2CCCNCc1ccccc1
63 | -6% | COc1ccc(C=C2CCC3C(=O)CCCC3(C)C2=O)cc1 (stereo unspecified)
64 | -13% | CCN(CC(=O)Nc1c(F)cccc1F)C(=O)c1ccc2c(c1)C(=O)N(c1ccccc1C)C2=O
65 | -12% | CCC[C@H]1CN(Cc2ccccc2)C(=O)[C@@H]1CC(=O)NC
66 | -9% | CNC[C@H]1Oc2cc(Br)ccc2S(=O)(=O)N([C@@H](C)CO)C[C@@H]1C
67 | -6% | CC1NC(=O)c2cccnc2-n2c1nc1ccccc1c2=O (stereo unspecified)
68 | -14% | Nc1ccn(CCCN2CCN(C(=O)C3CC3)CC2)c(=O)n1
69 | -18% | CC1(C)CC(=O)C=C(c2ccc(COC(=O)C(c3ccccc3)c3ccccc3)cc2)C1=O
70 | -14% | O=c1[nH]c(=O)n2c(c1-c1ccccc1)OC(CBr)C2 (stereo unspecified)
71 | -5% | Cc1ccccc1C(=O)OCC(=O)N1CC(=O)Nc2ccccc21
72 | -4% | CCOc1ccc(S(=O)(=O)N2CCCCC2)cc1NC(=O)Cc1cc(OC)c(OC)c(OC)c1
73 | -9% | C[C@H](CO)N1C[C@H](C)[C@H](CN(C)S(=O)(=O)c2ccccc2)OCc2ccccc2-c2c(n(C)c3ccccc23)C1=O
74 | -13% | COc1ccc(CN(C)C[C@@H]2OCCCC[C@H](C)Oc3ccc(NC(=O)Nc4ccc(F)cc4)cc3C(=O)N([C@H](C)CO)C[C@H]2C)cc1
75 | -24% | CC(=O)N1CCN(c2cc(-c3ccccc3)nc3cc(-c4cccc(Cl)c4)nn23)CC1
76 | -2% | C[C@H]1CN([C@@H](C)CO)C(=O)CCCn2cc(nn2)CO[C@@H]1CN(C)C(=O)Nc1cccc(F)c1
77 | 0% | CC1=C(C(=O)N(C)C)CC(CC(=O)NC2CC2)C(=O)N1CCC1=CCCCC1 (stereo unspecified)
78 | ? | CCC(Sc1nc2ccsc2c(=O)n1Cc1ccc(C(=O)O)cc1)C(=O)Nc1ccc(Cl)cc1 (stereo unspecified)
79 | -20% | CCCCN(C(=O)c1cccc(-n2cnnn2)c1)c1c(N)n(CCCC)c(=O)[nH]c1=O
80 | -17% | CSc1ccccc1NC(=O)CN(C)C(=O)CNC(=O)c1ccc(Oc2ccccc2)cc1
81 | -26% | CCCCCCN1C[C@H](O)[C@@H](n2cc(COC(=O)c3ccccc3)nn2)C[C@@H]1c1ccccc1
82 | -11% | Cc1ccc(S(=O)(=O)N(C)C[C@H]2OCc3cn(nn3)CCCC(=O)N([C@H](C)CO)C[C@@H]2C)cc1
83 | -8% | COCc1cc(=O)n2[nH]c(C)c(-c3ccc(Cl)cc3)c2n1
84 | -5% | CCCc1c(C(=O)N/N=C/c2ccc(OCc3ccc(F)cc3)cc2)nnn1-c1nonc1N
85 | -10% | C[C@@H]1CN([C@@H](C)CO)C(=O)CCCn2nncc2CO[C@H]1CN(C)C(=O)C1CCCCC1
86 | -18% | COC(=O)N(C)C[C@@H]1OCc2cnnn2CCCC(=O)N([C@H](C)CO)C[C@@H]1C
87 | -9% | Cc1ccc(S(=O)(=O)NCCCCCCNS(=O)(=O)c2ccc(C)cc2)cc1
88 | 14µM* | Cc1ccc(S(=O)c2ccc([N+](=O)[O-])c3nonc23)cc1 (stereo unspecified)

Seven of the compounds above, with tabs.
cpd	mol	Pol eta inh
80	CSc1ccccc1NC(=O)CN(C)C(=O)CNC(=O)c1ccc(Oc2ccccc2)cc1	-17%
76	C[C@H]1CN([C@@H](C)CO)C(=O)CCCn2cc(nn2)CO[C@@H]1CN(C)C(=O)Nc1cccc(F)c1	-2%
79	CCCCN(C(=O)c1cccc(-n2cnnn2)c1)c1c(N)n(CCCC)c(=O)[nH]c1=O	-20%
78	CCC(Sc1nc2ccsc2c(=O)n1Cc1ccc(C(=O)O)cc1)C(=O)Nc1ccc(Cl)cc1 (stereo unspecified)	?
81	CCCCCCN1C[C@H](O)[C@@H](n2cc(COC(=O)c3ccccc3)nn2)C[C@@H]1c1ccccc1	-26%
85	C[C@@H]1CN([C@@H](C)CO)C(=O)CCCn2nncc2CO[C@H]1CN(C)C(=O)C1CCCCC1	-10%
84	CCCc1c(C(=O)N/N=C/c2ccc(OCc3ccc(F)cc3)cc2)nnn1-c1nonc1N	-5%
